Bioassay records deposited in PubChem BioAssay by several laboratories.
CCHF vOTU inh = blocks the CCHF virus ovarian tumor domain protease. actives 0.55% (n = 370,000). inhibition, % at 11.5 µM. CCHFV vOTU protease, Pep-AMC fluorescence. AID 651958; in the data active = inhibition above about 30%; note: 0% = vehicle wells with enzyme and 100% = no enzyme wells
BoNT A protease = BoNT A light chain protease inhibition. multiplex microsphere protease substrate cleavage, flow cytometry. inhibition, % at 10 µM. actives 0.17% (n = 360,000). AID 588499; note: plate controls were buffer without enzyme for full effect and enzyme alone for no effect
3CLpro inhibitor = SARS-CoV 3CLpro protease inhibition; actives 0.14% (n = 290,000); inhibition, % at 6 µM; AID 1706; recombinant SARS-CoV 3CLpro, quenched FRET peptide cleavage; in the data active = inhibition above about 12%
Anthrax LF prot = blocks Bacillus anthracis lethal factor protease; inhibition, % at 10 µM; P15917; multiplex microsphere protease cleavage assay, LF; actives 0.12% (n = 360,000); note: plate controls were buffer without enzyme for full effect and enzyme alone for no effect
Target sequence (P15917 whole entry, looked up): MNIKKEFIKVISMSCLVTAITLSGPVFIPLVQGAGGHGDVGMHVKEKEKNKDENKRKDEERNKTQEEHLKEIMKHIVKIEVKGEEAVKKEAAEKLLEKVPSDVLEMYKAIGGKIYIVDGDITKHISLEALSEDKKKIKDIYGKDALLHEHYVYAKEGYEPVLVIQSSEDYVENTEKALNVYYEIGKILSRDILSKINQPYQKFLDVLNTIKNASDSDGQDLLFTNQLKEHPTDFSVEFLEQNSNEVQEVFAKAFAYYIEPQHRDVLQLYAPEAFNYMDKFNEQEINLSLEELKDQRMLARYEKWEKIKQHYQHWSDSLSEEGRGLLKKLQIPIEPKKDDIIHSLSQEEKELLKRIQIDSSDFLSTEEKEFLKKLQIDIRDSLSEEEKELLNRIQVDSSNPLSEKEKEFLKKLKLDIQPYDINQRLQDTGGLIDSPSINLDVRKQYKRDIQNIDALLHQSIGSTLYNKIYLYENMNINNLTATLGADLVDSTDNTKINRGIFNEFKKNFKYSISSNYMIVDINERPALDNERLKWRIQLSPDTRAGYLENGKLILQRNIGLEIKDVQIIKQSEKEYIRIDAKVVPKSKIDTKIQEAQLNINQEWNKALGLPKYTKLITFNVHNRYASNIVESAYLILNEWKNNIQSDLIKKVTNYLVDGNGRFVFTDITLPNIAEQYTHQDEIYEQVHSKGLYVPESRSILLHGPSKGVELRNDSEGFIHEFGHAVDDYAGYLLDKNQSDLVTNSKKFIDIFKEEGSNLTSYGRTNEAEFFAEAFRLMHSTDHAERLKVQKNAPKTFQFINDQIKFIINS
VHR inh abs = inhibitors of human VHR1 phosphatase (DUSP3). P51452. recombinant VHR phosphatase, pNPP absorbance. inhibition, % at 13.3 µM. actives 0.52% (n = 290,000); in the data active = inhibition above about 50%; note: some compounds called inactive have numbers as strong as hits
Target sequence (P51452 whole entry, looked up): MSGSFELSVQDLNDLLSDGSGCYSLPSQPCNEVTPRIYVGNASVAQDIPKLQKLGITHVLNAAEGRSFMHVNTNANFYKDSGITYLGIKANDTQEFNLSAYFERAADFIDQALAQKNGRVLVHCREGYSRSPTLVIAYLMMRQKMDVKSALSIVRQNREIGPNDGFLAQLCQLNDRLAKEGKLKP
Vc quorum ag = induces V. cholerae light production without autoinducers; activation, % at 18.7 µM; actives 0.16% (n = 350,000); V. cholerae BH1578 lux reporter, luminescence, 6 h; in the data active = activation mostly above about 9.7%, no sharp cut-off; note: not every result past the cut was called active; inactives centre near 0; reference of the scale not given here
SSB-PriA inh = K. pneumoniae PriA-SSBct interaction inhibition. AlphaScreen SSBct-PriA binding, biotinylated peptide. inhibition, % at 33 µM. actives 0.6% (n = 430,000); in the data active = inhibition mostly above about 37%, no sharp cut-off; inactive = mostly below about 20%;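 note: plate controls were negative control peptide for no effect and reference peptide for full effect; strong numbers were not always called active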
PfHsp40 rescue = rescue of PfHsp40-mediated yeast toxicity | actives 0.68% (n = 340,000) | growth rescue, % at 12.5 µM | AID 504582 | S. cerevisiae expressing PfHsp40, growth rescue, ATP luminescence; in the data active = growth rescue above about 28%, passing the limit was not always enough;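 note: yeast W303a lacking pdr1 and pdr3 grown in galactose medium; growth measured after three days at 30 °C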
TcdB GH inh = TcdB glycohydrolase inhibition | TcdB glycohydrolase enzymatic assay, plate reader | inhibition, % at 9.99 µM | actives 0.24% (n = 350,000) | AID 652162; in the data active = inhibition above about 10%
Y pestis TopoI = blocks Yersinia pestis topoisomerase I activity | activity, % at 10 µM | AID 504884 | Y. pestis Topo-I cleavage product accumulation, plate reader | actives 0.064% (n = 360,000); in the data active = activity above about 50%, passing the limit was not always enough; note: inactives centre near 2
* = called active by the depositor; i = inactive; . = no result given. Cut-off read from the data, not from the text of the source, unless noted: active = inhibition above about 30%; inconclusive = no clear call, values can overlap the other calls; inactive = below that.

Structure | CCHF vOTU inh | BoNT A protease | 3CLpro inhibitor | Anthrax LF prot | VHR inh abs | Vc quorum ag | SSB-PriA inh | PfHsp40 rescue | TcdB GH inh | Y pestis TopoI
CC1=C(C(=O)OCC2CCCO2)C(c2ccc(O)cc2)NC(=O)N1 (configuration not stated) | -15 | -0.2 | -2 | -5 | -33 | -1.0 | -17 | -0.4 | . | -1
OC(c1cccc(Cl)c1)c1ncc(-c2ccc(C(F)(F)F)cc2)[nH]1 (configuration not stated) | . | -0.2 | . | -2 | . | i | . | . | . | -15
CC1=C(C(=O)Nc2cccnc2)C(c2ccc(C(C)C)cc2)n2ncnc2N1 (configuration not stated) | 0 | -0.4 | -7 | -8 | 25 | -0.3 | -23 | -0.7 | 0.9 | -3
N#CCC(=O)Nc1ccc(C(=O)OCC(=O)NCCCc2ccccc2)cc1 | 6 | 0.0 | -3 | -1 | 27 | 0.6 | 6 | -0.1 | 0.4 | 3
Cc1cccc(C)c1NC(=O)C(c1ccc([N+](=O)[O-])cc1)N1CCCCC1 (configuration not stated) | -10 | 0.0 | -2 | 6 | 10 | . | -4 | -0.4 | . | -1
CCN(CC)CCN=C(C)c1c(O)n(-c2ccccc2OC)c(=O)[nH]c1=O | 3 | 0.5 | 1 | -6 | 3 | . | 0 | -0.4 | . | 1
C#CCn1c(C)cc(C)c(S(=O)(=O)c2ccccc2)c1=O | 5 | -0.2 | -1 | -3 | 12 | -0.3 | -2 | -1.6 | 0.4 | 7
CCOC(=O)N1CCN(S(=O)(=O)N2CCCC(C(=O)NCCc3ccc(Cl)cc3)C2)CC1 (configuration not stated) | -5 | 1.7 | 0 | 1 | -2 | i | 2 | 0.7 | -0.5 | 23
CS(=O)(=O)N1CCc2cc(C(=O)Nc3ccc(COCC(F)(F)F)cc3)ccc21 | 16 | -18 | -4 | 6 | 7 | 1.7 | -6 | -0.1 | -0.7 | 0
C=CCOC(=O)C1=C(C)Nc2ncnn2C1c1cc(Br)ccc1F (configuration not stated) | -5 | -1.0 | -2 | -16 | 15 | -0.3 | -4 | 0.2 | . | -2
O=C(O)CCC(=O)NN1C(=O)c2ccccc2NC1c1ccco1 (configuration not stated) | -49 | 0.1 | 0 | -10 | 21 | -0.6 | -7 | 0.2 | 1.6 | -1
Cc1nc(N2CCN(c3ccccc3)CC2)nc2c1C(=O)CC(C)C2 (configuration not stated) | -3 | 1.2 | -6 | -2 | 11 | 1.3 | 8 | 2.6 | 0.9 | -2

For reference, four of the compounds above.
Structure | CCHF vOTU inh | BoNT A protease | 3CLpro inhibitor | Anthrax LF prot | VHR inh abs | Vc quorum ag | SSB-PriA inh | PfHsp40 rescue | TcdB GH inh | Y pestis TopoI
CS(=O)(=O)N1CCc2cc(C(=O)Nc3ccc(COCC(F)(F)F)cc3)ccc21 | 16 | -18 | -4 | 6 | 7 | 1.7 | -6 | -0.1 | -0.7 | 0
C=CCOC(=O)C1=C(C)Nc2ncnn2C1c1cc(Br)ccc1F (configuration not stated) | -5 | -1.0 | -2 | -16 | 15 | -0.3 | -4 | 0.2 | . | -2
O=C(O)CCC(=O)NN1C(=O)c2ccccc2NC1c1ccco1 (configuration not stated) | -49 | 0.1 | 0 | -10 | 21 | -0.6 | -7 | 0.2 | 1.6 | -1
Cc1nc(N2CCN(c3ccccc3)CC2)nc2c1C(=O)CC(C)C2 (configuration not stated) | -3 | 1.2 | -6 | -2 | 11 | 1.3 | 8 | 2.6 | 0.9 | -2

Next part
Structure | CCHF vOTU inh | BoNT A protease | 3CLpro inhibitor | Anthrax LF prot | VHR inh abs | Vc quorum ag | SSB-PriA inh | PfHsp40 rescue | TcdB GH inh | Y pestis TopoI
O=C(CSc1ccc2nnc(-c3ccccn3)n2n1)Nc1ccccc1C(F)(F)F | -4 | 1.3 | -3 | 0 | 10 | -1.1 | -8 | -0.8 | -0.9 | 10
CCN(C(=O)CSc1nc2ccc(C)cc2[nH]1)C1CCS(=O)(=O)C1 (configuration not stated) | -2 | -0.4 | . | -7 | . | -0.7 | -15 | 0.0 | -1.3 | -3
O=C1CN(Cc2ccccc2)CC(=O)N1 | -15 | -1.8 | . | -1 | . | 0.7 | -9 | -0.7 | -0.5 | -1
CC(C)c1cccc(C2=CC(=O)C[C@H](c3ccc(F)cc3)C2)c1 | 1 | 0.0 | . | 0 | . | i | -36 | 5.2 | 0.0 | -1
O=C(COC(=O)CCc1c[nH]c2ccccc12)Nc1ccccc1 | -4 | -3.9 | . | 2 | . | -0.5 | 4 | 1.6 | 0.9 | 6
CCCCC(=O)Nc1ccc(C(=O)NCC(=O)OC)cc1 | 6 | -1.0 | -5 | 0 | 8 | -0.2 | 0 | 0.1 | . | 0
CC(=O)Nc1oc(-c2cccc3ccccc23)nc1C#N | -90 | 0.2 | . | -10 | . | -0.4 | -13 | -0.6 | 1.2 | -3
O=C(NC1CC1)C1=C[C@@H](c2csc3ccccc23)C[C@@H](OCCCCO)O1 | -2 | 0.1 | . | 2 | 7 | 2.2 | 8 | -0.2 | -1.2 | 5
COc1ccc2c(c1)c(=O)oc1c(C)c(OC(C)C(=O)NCC3CCC(C(=O)O)CC3)ccc12 (configuration not stated) | -35 | -0.4 | 3 | -10 | 8 | -0.3 | -16 | -0.2 | 0.7 | 0
Cc1cccc(CS(=O)(=O)Cc2ccc(C(=O)NCc3ccccc3)o2)c1 | 10 | 0.0 | 1 | -2 | 17 | -0.3 | -4 | -0.6 | 0.1 | 11
Oc1ccc2sc(-c3ccccc3O)c(-c3ccc(OCCN4CCCCC4)cc3)c2c1 | -4 | -0.8 | . | -8 | . | . | . | . | 0.0 | .
CC(=O)Nc1ccc(NC(=O)CN(c2ccccc2Cl)S(C)(=O)=O)cc1 | -6 | -0.6 | -1 | -6 | 21 | i | -4 | -0.4 | . | -9

Looked up one by one from the entries so far, five records:
Structure | CCHF vOTU inh | BoNT A protease | 3CLpro inhibitor | Anthrax LF prot | VHR inh abs | Vc quorum ag | SSB-PriA inh | PfHsp40 rescue | TcdB GH inh | Y pestis TopoI
Cc1nc(N2CCN(c3ccccc3)CC2)nc2c1C(=O)CC(C)C2 (configuration not stated) | -3 | 1.2 | -6 | -2 | 11 | 1.3 | 8 | 2.6 | 0.9 | -2
N#CCC(=O)Nc1ccc(C(=O)OCC(=O)NCCCc2ccccc2)cc1 | 6 | 0.0 | -3 | -1 | 27 | 0.6 | 6 | -0.1 | 0.4 | 3
OC(c1cccc(Cl)c1)c1ncc(-c2ccc(C(F)(F)F)cc2)[nH]1 (configuration not stated) | . | -0.2 | . | -2 | . | i | . | . | . | -15
CCCCC(=O)Nc1ccc(C(=O)NCC(=O)OC)cc1 | 6 | -1.0 | -5 | 0 | 8 | -0.2 | 0 | 0.1 | . | 0
CS(=O)(=O)N1CCc2cc(C(=O)Nc3ccc(COCC(F)(F)F)cc3)ccc21 | 16 | -18 | -4 | 6 | 7 | 1.7 | -6 | -0.1 | -0.7 | 0

More structures follow:
Structure | CCHF vOTU inh | BoNT A protease | 3CLpro inhibitor | Anthrax LF prot | VHR inh abs | Vc quorum ag | SSB-PriA inh | PfHsp40 rescue | TcdB GH inh | Y pestis TopoI
COc1ccc(C2=NS(=O)(=O)N(C)C(C(=O)NCc3ccccn3)=C2)cc1 | 4 | -0.2 | -6 | 1 | 10 | . | -2 | -1.5 | 2.7 | -1
CC(C)c1ccc(NC(=O)CN(C)C2=NS(=O)(=O)c3ccccc32)cc1 | 0 | 0.3 | . | -1 | . | i | . | . | -0.5 | -8
COc1ccc2nc(NC(=S)N(C)C)sc2c1 | 22 | -2.8 | 6 | -1 | 16 | i | 1 | 99* | . | -9
Cc1cc(S(=O)(=O)N2CCC(NC(=O)C34CC5CC(CC(C5)C3)C4)CC2)ccc1-n1cnnn1 | -4 | -4.5 | 2 | -11 | -2 | -0.3 | -7 | 0.3 | . | -8
Cc1ccc(-n2nc3ccc(NC(=O)/C=C/c4ccco4)cc3n2)cc1C | -9 | -0.1 | 6 | -5 | 21 | i | 7 | -0.1 | . | 1
Cc1ccc(C(=O)NCCNC(=O)CN2CCOCC2)cc1 | 0 | 0.4 | 3 | 5 | 10 | i | -1 | -0.6 | . | -3
O=C(NCc1cccc(Cl)c1)c1ccco1 | 0 | -1.4 | -6 | 0 | 8 | -0.2 | -20 | 0.4 | 1.2 | -8
CCOc1ccc(S(=O)(=O)N2CCC(C(=O)NCC3CCCO3)CC2)cc1Cl (configuration not stated) | -1 | -0.7 | 6 | -1 | -8 | i | -15 | -1.2 | -0.7 | -7
CN(CCCNC(=O)c1ccc(/C=N/O)nc1)CCCN(C)Cc1ccccc1 | -5 | 1.3 | -2 | -12 | 15 | -0.2 | . | -0.5 | . | 1
CCOc1ncccc1C(=O)OCC(=O)Nc1ccc(-c2nc3ccc(C)cc3s2)cc1 | -24 | 0.3 | 2 | 2 | -5 | -0.1 | -9 | -1.0 | 0.3 | 5
O=C(CSc1nc(C2CC2)nc2ccccc12)Nc1ccccc1Cl | -3 | -2.2 | -3 | -12 | 13 | i | -4 | 0.5 | 0.2 | -4
CC(C)COC(=O)C(N)C(C(=O)OCC(C)C)c1ccccc1 (configuration not stated) | 10 | -0.3 | 2 | -2 | 21 | 13 | -23 | -0.9 | . | 6
COC(=O)CN1C(=O)CSc2ccc(S(=O)(=O)N3CCC(C)CC3)cc21 | -8 | -0.6 | . | 1 | . | -0.3 | . | . | 1.9 | 1
Cc1c(Cl)cccc1NC(=S)N=Nc1c(O)n(CN2CCOCC2)c2ccccc12 | . | 0.3 | -2 | 2 | -6 | -0.2 | -4 | 19 | . | -22
O=C(C(=O)N1CCOCC1)c1cn(Cc2c(F)cccc2Cl)c2ccccc12 | 0 | -0.9 | 5 | -7 | 12 | i | -7 | 1.1 | 2.2 | 0
CCc1cccc(C)c1NC(=O)Nc1ccc2c(c1)OCO2 | -6 | 0.2 | 2 | -1 | 8 | -0.3 | -10 | 4.9 | 1.2 | 0
Cc1ccc(C)c(NC(=O)CCC(=O)NN=C2CCCC2)c1 | -4 | 2.2 | -4 | 4 | 9 | -1.8 | -7 | -0.3 | 1.1 | 2
Cc1ccc(S(=O)(=O)c2nc(S(C)(=O)=O)sc2NCC2CCCO2)cc1 (configuration not stated) | 1 | -0.4 | -4 | -5 | 27 | -0.3 | -7 | -0.2 | . | -9
O=C(NNc1ncc(C(F)(F)F)cc1Cl)c1c(Cl)cccc1Cl | -4 | -1.1 | -8 | -3 | 24 | -0.3 | -16 | -0.9 | . | -5
Cc1ccc(NC(=O)C2CCCN2C(=O)OCc2ccccc2)c(O)c1 (configuration not stated) | 10 | -2.4 | 2 | 0 | 16 | -0.4 | -4 | 0.5 | 2.3 | 3
COC(=O)C1=C(NC(=O)c2ccc(Br)cc2)CCS1 | -20 | -1.1 | 1 | -6 | 15 | -0.6 | -12 | -0.3 | 0.5 | -10
CC(=O)c1ccc[n+](CC(=O)NC(C)c2ccccc2)c1 (configuration not stated) | 1 | 6.2 | 1 | -19 | . | -0.8 | 5 | -0.3 | 1.3 | 4
CCCCCSc1nnc(N)s1 | 2 | -1.5 | 1 | -12 | -3 | -1.0 | 5 | -0.1 | -0.3 | 7
COCc1cc(C)nc2sc(C(=O)NCCO)c(-n3cccc3)c12 | 8 | -0.4 | 2 | -1 | -5 | -0.3 | -6 | -0.4 | -0.5 | -6
COC(=O)c1cc2c(ccn2C)n1C | 15 | -0.6 | 6 | -2 | 15 | 6.3 | -9 | -1.2 | 6.0 | 3
Cc1cc(NC(=O)CN2C(=O)C3CC=CCC3C2=O)no1 (configuration not stated) | 12 | -0.5 | 3 | 10 | -6 | i | -14 | -0.6 | . | 4

A portion of the library; rates above refer to the full screens.
